# Screens from PubChem BioAssay.
# IL-2 act = activators of IL-2 | IL-2 activation reporter assay, cell-based qHTS; stimulated with anti-CD3/CD4/CD28 beads; in transgenic mouse T cells | activation, % (series mostly up to about 46 µM) | hit rate 0.065% among 360,000; in the data active means activation above about 50%; inconclusive means mostly about 30% to 49%; further: 0% is about no effect
#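 Quantitative HTS in unstimulated transgenic mouse T cells, with memory T cells as non-tolerant control and PMA/ionomycin as tolerance-bypass control. Compound pretreatment lasted 60 minutes before 18 h bead stimulation; EGFP/DsRed fluorescence read.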
# EPAC1 ag = activates human EPAC1 exchange factor | AID 720707 | EPAC1 agonist qHTS, biochemical assay; response scale: 100% = response to 6.5 mM cAMP | hit rate 0.073% among 360,000 | O95398 | Potency, µM (titrated, usually from 154 µM), for the others: at the top dose activation, hits mostly activators; further: potency means the concentration at half of the fitted maximal effect; nearly all actives have a fitted effect of over 60% in size
#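 Read-out is the fluorescence drop as BODIPY-GDP leaves Rap1B (480 nm excitation, 540 nm emission), recorded every 5 minutes over 30 minutes. Reactions held 100 nM EPAC1, 250 nM Rap1B–BODIPY-GDP and 50 uM GDP, with 6.5 mM cAMP setting full activation.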
# FUS yeast rescue = rescues growth of FUS-expressing yeast; AID 1347120; Potency, µM (highest dose often 76.6 µM), without a hit: at the highest dose growth rescue (activation), actives largely listed as activators; S. cerevisiae FUS-expressing, growth rescue, OD600, 24 h; hit rate 0.24% among 390,000;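 further: potency means the concentration at half of the fitted maximal effect; plate controls were DMSO vehicle for no effect and reference control for full effect; nearly all actives have a fitted effect of over 55% in size; some results filed as inactive show a strong effect at the top dose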
#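 Toxicity suppression screen in FUS-yeast. Cells induced with 2% galactose, starting OD 0.005, treated 24hr at 30C with compounds at multiple final concentrations; growth by OD600.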
# PLK1 PBD inh = blocks phosphopeptide binding to human PLK1 polo-box domain | Plk1 PBD binding of FITC phosphopeptide, fluorescence polarization | Potency, µM, without a hit: max response, negative = inhibition, usual class: inhibitors | hit rate 2.8% among 360,000; further: potency means the concentration at half of the fitted maximal effect; series mostly up to about 57 µM; on the % scale 0 is the no-effect control and ±100 the full control effect; nearly all actives have a fitted effect of over 65% in size
# WRN inhibitor = blocks human WRN helicase; AID 651768; Potency, µM (series often up to 114 µM), for inactives: at the highest dose activity change, negative = inhibition, hits mostly inhibitors; Q14191; WRN helicase unwinding, fluorescent forked duplex, kinetic; hit rate 0.46% among 360,000; further: potency means the concentration at half of the fitted maximal effect; on the % scale 0 is the no-effect control and ±100 the full control effect; nearly all actives have a fitted effect of over 55% in size
#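 Enzyme (20 nM final) and test compound sit together 15 min at room temperature before substrate addition. Substrate is a single-forked duplex oligonucleotide (100 nM) labelled with fluorophore and quencher, with 2 mM ATP; helicase unwinding raises red fluorescence, read kinetically.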
# Abeta yeast res = restores growth of yeast expressing A-beta42 peptide; yeast expressing A-beta42, growth rescue, OD600, 48 h; response scale: 0% DMSO, 100% iron-clioquinol control; Potency, µM (series often up to 46.1 µM), for the others: at the highest dose growth rescue, most hits filed as activators; hit rate 0.063% among 410,000; further: potency means the concentration at half of the fitted maximal effect; nearly all actives have a fitted effect of over 55% in size
#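 Yeast A-beta toxicity model in growth medium with pinned compounds, 48 h at 30 C; growth read as absorbance at 600 nm. Normalized to FeCl3/clioquinol equimolar mix (positive) and DMSO (negative).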
# EPAC1 antag = blocks human EPAC1 exchange factor. O95398. EPAC1 GEF assay, Rap1b-BODIPY-GDP exchange fluorescence. Potency, µM (top dose mostly 115 µM), for inactives: at the highest dose activity change, negative = inhibition, actives largely listed as inhibitors. hit rate 0.14% among 360,000. AID 720709;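 further: potency means the concentration at half of the fitted maximal effect; plate controls were vehicle for no effect and positive control for full effect; nearly all actives have a fitted effect of over 50% in size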
# PI5P4K alpha inh = PI5P4K alpha (human) kinase inhibition; P48426; PI5P4Kalpha enzyme, ADP-Glo luminescence, 60 min; stronger effect = lower value; max response, %; hit rate 1.2% among 330,000; AID 652105; active means max response of -50% or lower; inconclusive means between -30% and -50%; inactive means -30% or higher; further: value at the top dose of about 77 µM; on the % scale 0 is the no-effect control and ±100 the full control effect
#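 ADP-Glo luminescence end-point after a 60 min room-temperature kinase reaction. PI5P4Kalpha and substrate in HEPES pH 7.4 buffer with EGTA, 0.1% CHAPS and 5% DMSO; ATP at 5 microM final.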
# Starred values were filed as active, the others as inactive; ? = inconclusive; · = no result given; & = joins results of further samples; [ ] = another dose, or the depositor's remark. Unless noted, the call rests on the fitted dose curve; in most records, active means well fitted curve in the direction sought with a large enough effect; inconclusive means small, poorly fitted or top-dose-only effect, or another doubt; inactive means no such curve, though single readings can be large; an effect the other way counts as inactive or inconclusive.
Compound	IL-2 act	EPAC1 ag	FUS yeast rescue	PLK1 PBD inh	WRN inhibitor	Abeta yeast res	EPAC1 antag	PI5P4K alpha inh
COc1ccc(S(=O)(=O)N2CCCCCC2)cc1C(=O)N(CC(C)C)C1CCS(=O)(=O)C1 (stereo not given)	2.5	3%	17%	-5%	-4%	0%	7%	0
CC1(C)Cc2c(sc3[nH]c(=S)n(Cc4ccco4)c(=O)c23)CO1	1.4	1%	-7%	?	-24%	6%	1%	·
O=C(COC(=O)CCS(=O)(=O)c1ccccc1)Nc1ccc(N2CCCCC2)cc1	0.4	-7%	10%	-12%	0%	-18%	4%	-10
N#Cc1c(NC(=O)CN2C(=O)c3ccccc3C2=O)oc(-c2ccccc2)c1-c1ccccc1	-1.4	11%	45%	-6%&-10%	-14%	25%	-27%	·
Cc1ccc(-c2csc(/C(C#N)=C/Nc3ccccc3SC(F)(F)F)n2)cc1	-2.5	-14%	29%	2%	7%	-3%	10%	2
COc1ccc(C(NCC(=O)Nc2c(C)cccc2C)c2ccccc2)cc1 (stereo not given)	0.3	-3%	-24%	3%	-4%	-12%	0%	4
O=C(COC(=O)COc1ccccc1F)NCc1ccco1	-1.9	-4%	·	1%	4%	8%	4%	-7
CN(c1ccccc1)S(=O)(=O)c1ccc(Cl)c(C(=O)OCC(=O)NCc2ccco2)c1	-1.8	7%	22%	-24%	?	7%	-7%	?
CCOc1cc(/C=N/NC(=O)c2cccc([N+](=O)[O-])c2)ccc1OS(=O)(=O)c1ccccc1	-2.0	10%	?	-7%	-4%	11%	-17%	·
CCOC(=O)n1ccc(C(=O)Nc2ccccc2F)n1	1.1	-1%	-11%	0%	-3%	5%	5%	-2
Cc1ccc(C(=O)O/N=C2\CCSc3ccc(C)cc32)cc1	0.8	7%	13%	0%	2%	14%	6%	·
CS(=O)(=O)N(CCc1ccccc1)CC(=O)NCc1ccccn1	0.3	0%	-20%	-1%	5%	10%	15%	0
Cc1ccccc1OCCC(=O)OCC(=O)NCCNC(=O)COC(=O)CCOc1ccccc1C	0.2	-9%	14%	1%	-20%	15%	-25%	24
CC(C)N(C(=O)CN1C(=O)NC(c2ccccc2)(c2ccccc2)C1=O)C(C)C	-0.6	-1%	14%	-4%	12%	-5%	14%	0
CC(C)Cc1nc(C#N)c(N2CCC(C(N)=O)CC2)o1	-0.1	0%	3%	1%	3%	-7%	6%	2

Compound	IL-2 act	EPAC1 ag	FUS yeast rescue	PLK1 PBD inh	WRN inhibitor	Abeta yeast res	EPAC1 antag	PI5P4K alpha inh
CCOc1ccc(S(=O)(=O)NC(C)C(=O)NCc2ccncc2)cc1 (stereo not given)	-0.3	4%	5%	-20%	6%	4%	1%	2
CC(=O)c1ccc(-c2nc3c4ccccc4ccn3c2C(C)=O)o1	-0.9	4%	·	-7%	-17%	12%	0%	3
CCN(CC)C(=O)Cn1nc(-c2ccccc2O)nc1SCC(=O)Nc1ccc(OC)cc1	-3.1	6%	-2%	-3%	2%	-1%	0%	·
CC(=O)Nc1cccc(-c2ccnc3c2CC(C(=O)Nc2cccnc2)O3)c1 (stereo not given)	-0.3	-4%	-19%	-1%	-3%	2%	19%	6
CC(=O)c1cccc(Nc2nc(=O)c3cccnc3s2)c1	0.3	5%	24%	-9%	-7%	-1%	-4%	·
COc1ccc(NC(=O)N(C)C[C@H]2Oc3ccc(NC(=O)Cc4ccccc4)cc3CC(=O)N([C@H](C)CO)C[C@H]2C)cc1	0.3	-1%	21%	-9%	3%	-11%	-1%	-4
CCN(Cc1ccncc1)C(=O)c1ccccc1NS(=O)(=O)c1ccc(Br)cc1	-0.7	0%	-4%	-7%	-5%	4%	4%	1
CCOP1(=O)C=C(C(C)(C)C)OC1c1ccc(F)cc1 (stereo not given)	-0.7	2%	9%	-9%	3%	15%	-9%	-1
O=C(/C=C/c1ccncc1)c1ccc(NC(=O)c2ccccc2F)cc1	0.0	-7%	?	-7%	?	-20%	?	-21
Cn1c(=O)oc2cc(S(=O)(=O)N3CCCC(C(=O)NCCN4CCOCC4)C3)ccc21 (stereo not given)	5.7	-25%	-14%	1%	4%	-15%	4%	3
O=C(O)CC(NS(=O)(=O)Cc1ccccc1)c1cccc([N+](=O)[O-])c1 (stereo not given)	-0.3	-3%	10%	-1%	-2%	-3%	10%	17
CCOC(=O)N1CCC(=NNC(=O)COc2ccc(OC)cc2)CC1	0.2	-4%	·	-8%	14%	24%	-3%	-6
COC(=O)c1ccccc1NC(=O)CNC(=O)c1ccc(OC)c(OC)c1	-5.5	-8%	1%	0%	10%	-9%	-7%	7
Cc1cc(Oc2ccc(OCC(N)=O)nn2)nc(Cl)n1	-0.9	-3%	-7%	-15%	1%	-6%	-12%	-6
NC(=O)CN1C(=O)NC2(CCCc3sccc32)C1=O (stereo not given)	-2.0	-6%	-6%	0%	2%	2%	6%	-5

Compound	IL-2 act	EPAC1 ag	FUS yeast rescue	PLK1 PBD inh	WRN inhibitor	Abeta yeast res	EPAC1 antag	PI5P4K alpha inh
N=c1c2c(-c3ccccc3)c(-c3ccccc3)n(Cc3ccco3)c2ncn1CCO	-0.1	-1%	9%	7%	12%	13%	-1%	7
Clc1ccc(CN2CCSCC2)cc1Cl	0.4	8%	-16%	-1%	-1%	-5%	7%	-1
CC(C)c1ccc(C2NC(=S)NC3=C2C(=O)CCC3)cc1 (stereo not given)	0.0	0%	·	-6%	8%	-1%	-2%	-8
COc1ccc(C2C3=C(CC(C)(C)CC3=O)Nc3nc(C)nn32)cc1OC (stereo not given)	0.3	12%	1%	-14%	6%	2%	-13%	2
Cc1cc2ccccc2n1CCNC(=O)C1CCCC1	-1.8	10%	·	-5%	-14%	-10%	10%	7
O=C(c1ccc(CS(=O)c2ccc(Br)cc2)o1)N1CCN(C2CCCCC2)CC1 (stereo not given)	0.0	3%	-24%	-7%	-3%	10%	-11%	0
CC(C)OC(=O)c1cc2ccccc2oc1=O	-1.7	-8%	6%	-2%	1%	11%	7%	·
CCOC(=O)C1=CCN(S(=O)(=O)c2ccc(Cl)cc2)C1c1ccc(C)cc1 (stereo not given)	0.0	6%	39%	-7%	-8%	18%	-8%	8
Nn1c(SCC(=O)N2CCCc3ccccc32)nncc1=O	2.8	7%	-1%	-7%	-6%	-2%	6%	3
O=S1(=O)C[C@H](N2CCN(CC3CC3)CC2)[C@@H](COCc2ccccc2)N1	-0.6	-12%	-13%	-7%	4%	-22%	-10%	1
CCCCCn1c(=O)[nH]c2cc(C(=O)NCCc3ccc(OC)c(OC)c3)ccc2c1=O	-2.1	2%	-9%	-10%	-4%	-18%	12%	-6
COC(=O)[C@@]12CCCN1[C@H](c1ccc(-c3ccccc3)cc1)[C@@H]1C(=O)N(C)C(=O)[C@@H]12	2.3	13%	23%	-9%	-8%	-2%	-6%	6
CC1CCCC(C)N1/N=C/c1ccccc1OC(F)F (stereo not given)	-0.2	-2%	-10%	-9%	0%	-1%	-9%	0
CC(=O)Nc1ccc(Br)c(Cl)c1	-0.1	7%	-11%	4%	-2%	-7%	8%	1
COc1ccc(CCNC(=O)c2cnn3cccnc23)cc1OC	0.5	6%	11%	-1%	-8%	-4%	-11%	·

Compound	IL-2 act	EPAC1 ag	FUS yeast rescue	PLK1 PBD inh	WRN inhibitor	Abeta yeast res	EPAC1 antag	PI5P4K alpha inh
O=C(CN1C(=O)/C(=C\c2cccc(F)c2)Oc2ccccc21)N1CCN(c2ccccn2)CC1	-0.2	-8%	·	0%	4%	0%	-9%	7
O=C(NCc1ccccc1)C(c1ccco1)N(C(=O)c1ccccn1)c1ccc(F)cc1 (stereo not given)	3.2	7%	15%	-7%	-9%	7%	-1%	-7
CN(C)C(CNC(=O)c1cc2ccccc2oc1=O)c1ccccc1 (stereo not given)	-2.9	6%	4%	-14%	10%	-11%	-11%	-5
CC(C)C(C)(C#N)NC(=O)CSc1nc2scc(-c3ccccc3)c2c(=O)[nH]1 (stereo not given)	0.1	-10%	28%	?	-9%	-10%	-19%	-13
OC(COc1ccc2cc(Br)ccc2c1)CN1CCOCC1 (stereo not given)	-0.8	-1%	14%	-2%	0%	-22%	-7%	7
CN(CC(=O)N1CCCCCC1)S(=O)(=O)c1ccc(Br)cc1	1.3	4%	-10%	4%	0%	-36%[inhibitor]	-10%	-1
CC(C)CC(=O)N=C1SC2CS(=O)(=O)CC2N1Cc1ccccc1Cl (stereo not given)	1.3	-2%	6%	-2%	-2%	10%	-5%	5
COc1cccc(-n2c(SCC(=O)N3CCCCC3)nc3c([nH]c4ccccc43)c2=O)c1	-1.5	-10%	-24%&-13%	2%	5%	7%&-12%	3%	-6
CCCn1nc(-c2nnc(-c3ccc(C)c(C)c3)o2)c2ccccc2c1=O	-3.4	11%	-3%	-14%	5%	-11%	5%	·
Cc1cccc(N2CCN(C(=O)c3ccncc3)CC2C)c1 (stereo not given)	2.1	-4%	1%	3%	3%	14%	8%	2
CCOc1ccccc1C1CC(=O)NC(SCC)=C1C#N (stereo not given)	-0.4	0%	-6%	0%	-17%	6%	9%	·
CC(C)OC(=O)NC(Nc1ccccc1C(=O)O)(C(F)(F)F)C(F)(F)F	0.0	-2%	-29%	-1%	0%	1%	-5%	3
Cc1cc(C)nc(SCC(=O)N/N=C/C=C/c2ccccc2)n1	0.2	4%	24%	-12%	-8%	-7%	15%	-6
COc1c(CC=C(C)C)cc(C2CC(=O)c3c(O)cc(O)cc3O2)c(CC=C(C)C)c1O (stereo not given)	-3.7	1%	-3%	-11%	-6%	-9%	?	-12
COc1ccc(NC2CCCN(C(=O)c3cccc(N4CCNC4=O)c3)C2)cc1 (stereo not given)	0.2	-1%	20%	-2%	0%	7%	20%	7
C=CCNC(=O)c1onc(CSc2ccc(C)c(C)c2)c1C(=O)O	0.7	-18%	-18%	-16%	-8%	-8%	17%	?
CCOCCN(C=O)c1cccc(OC)c1	-1.0	6%	19%	3%	-7%	6%	6%	·
